High-throughput results deposited in PubChem BioAssay by National Center for Advancing Translational Sciences (NCATS).
Epigenetic derep: Quantitative High-Throughput Screen for Regulators of Epigenetic Control. murine LDR cells, GFP reporter derepression, 30 h. Potency, µM (titrated, usually from 53.9 µM), for the others: at the highest dose GFP activation, actives largely listed as activators. 280,000 compounds, 0.2% hits; further: potency means the concentration at half of the fitted maximal effect; % of control where 0% means no effect; nearly all actives have a fitted effect of over 60% in size
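Murine LDR cells bearing a silenced CMV-driven GFP reporter were exposed to compound for 30 h at 37 C. After PBS washes, GFP-positive cells (20-120 um objects) counted by laser-scanning microplate cytometry.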
LMNA splice mod: qHTS Assay for Modulators of Lamin A Splicing; HeLa LMNA splicing GFP/RFP minigene ratio, 48 h; 200,000 compounds, 0.01% hits; AID 1487, 2009; Potency, µM (highest dose often 46.1 µM), inactives show at the top dose ratio change, negative = inhibition, usual class: inhibitors; active means well fitted inhibition curve with a large enough effect in the signal ratio, with a control signal flat, not every such curve was filed as active; inconclusive means small, poorly fitted or top-dose-only effect, or effect the other way, or a change in a side signal; the % refers to the signal ratio; further: potency means the concentration at half of the fitted maximal effect; on the % scale 0 is the no-effect control and ±100 the full control effect
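S3 HeLa stable clones carrying a lamin A-EGFP splicing minigene plus DsRed2 were seeded at 600 cells/well in Opti-MEM with 2% FBS, pin-dosed and incubated 48 h at 37°C. Acumen cytometry (488 nm) gave the GFP/RFP total-intensity ratio.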
IMPase Li cell: qHTS Assay for Identifying the Cell-Membrane Permeable IMPase Inhibitors: Potentiation with Lithium | Potency, µM (highest dose often 59.4 µM), inactives show at the top dose activity, negative = IMPase inhibition, most hits filed as inhibitors | 210,000 compounds, 0.35% hits | AID 1457, 2008 | CHO-M1 cells, IP1 TR-FRET (IP-One), carbachol + lithium;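 further: IP1 builds up when IMPase is blocked and the TR-FRET signal falls; potency means the concentration at half of the fitted maximal effect; plate controls were basal vehicle for no effect and high inhibitor control for full effect; nearly all actives have a fitted effect of over 50% in size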
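Lithium-sensitised IP1 accumulation assay; M1-expressing CHO cells treated 30 min at 37C with compound. Competitive antibody detection by time-resolved FRET followed a 10 min room-temperature lysis step.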
KinaseGlo FLuc: Counterscreen for Luciferase (Kinase-Glo TM) Inhibition. Luciferin 4-monooxygenase (Photuris pensylvanica), Q27757. 200,000 compounds, 0.28% hits. Potency, µM (titrated, usually from 38.3 µM), for the others: at the highest dose activity change, negative = inhibition, most hits filed as inhibitors. Kinase-Glo luciferase, ATP luminescence, 8 min; further: potency means the concentration at half of the fitted maximal effect; on the % scale 0 is the no-effect control and ±100 the full control effect; nearly all actives have a fitted effect of over 60% in size
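Compounds were added to a substrate mix at pH 7.2 (50 mM imidazole, 10 uM ATP, within the enzyme's linear range), followed by Kinase-Glo detection reagent; luminescence was measured after 8 minutes at ambient temperature.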
CBFb RUNX1 block: qHTS Assay for Compounds Blocking the Interaction Between CBF-beta and RUNX1 for the Treatment of Acute Myeloid Leukemia; AlphaScreen CBFb-His/RUNX1-biotin binding, biochemical; Potency, µM (top dose mostly 59.8 µM), for the others: top-dose activity, negative = inhibition, usual class: inhibitors; 230,000 tested, under 10 active; AID 1477, 2009; further: % of control where 0% means no effect
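CBFb-His/RUNX1-biotin, 30 nM each, preincubated 20 min RT; compound 15 min RT; Ni + streptavidin beads 50 ng each, 90 min RT; AlphaScreen read.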
NPSR antag: qHTS Assay for Antagonists of the Neuropeptide S Receptor: cAMP Signal Transduction; Q6W5P4; CHO-NPSR cells, cAMP TR-FRET, antagonist mode; Potency, µM (highest dose often 38.3 µM), without a hit: at the highest dose activity change, negative = inhibition, hits mostly inhibitors; 220,000 compounds, 1% hits; further: potency means the concentration at half of the fitted maximal effect; on the % scale 0 is the no-effect control and ±100 the full control effect; nearly all actives have a fitted effect of over 50% in size; many of its hits are not listed in these tables
Target sequence (Q6W5P4 whole entry, looked up): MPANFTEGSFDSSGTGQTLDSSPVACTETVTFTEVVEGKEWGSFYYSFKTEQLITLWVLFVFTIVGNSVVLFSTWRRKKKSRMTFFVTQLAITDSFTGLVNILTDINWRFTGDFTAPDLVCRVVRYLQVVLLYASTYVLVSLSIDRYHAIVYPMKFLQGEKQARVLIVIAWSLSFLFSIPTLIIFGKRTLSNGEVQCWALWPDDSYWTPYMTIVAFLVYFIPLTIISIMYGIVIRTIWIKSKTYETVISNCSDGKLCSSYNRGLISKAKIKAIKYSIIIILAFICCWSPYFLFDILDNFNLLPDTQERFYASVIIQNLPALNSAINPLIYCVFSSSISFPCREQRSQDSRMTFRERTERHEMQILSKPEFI
GLA spleen mod: qHTS Assay for Inhibitors and Activators of Human alpha-Galactosidase From Spleen Homogenate | AID 2107, 2009 | Potency, µM (series often up to 80 µM), for inactives: top-dose activity change, negative = inhibition, most hits filed as inhibitors | human spleen homogenate, 4MU-alpha-Gal fluorescence, 40 min | 240,000 compounds, 0.008% hits;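 further: potency means the concentration at half of the fitted maximal effect; 0% = enzyme with vehicle and -100% = no enzyme basal signal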
Target sequence (P06280 32-429 limits assumed): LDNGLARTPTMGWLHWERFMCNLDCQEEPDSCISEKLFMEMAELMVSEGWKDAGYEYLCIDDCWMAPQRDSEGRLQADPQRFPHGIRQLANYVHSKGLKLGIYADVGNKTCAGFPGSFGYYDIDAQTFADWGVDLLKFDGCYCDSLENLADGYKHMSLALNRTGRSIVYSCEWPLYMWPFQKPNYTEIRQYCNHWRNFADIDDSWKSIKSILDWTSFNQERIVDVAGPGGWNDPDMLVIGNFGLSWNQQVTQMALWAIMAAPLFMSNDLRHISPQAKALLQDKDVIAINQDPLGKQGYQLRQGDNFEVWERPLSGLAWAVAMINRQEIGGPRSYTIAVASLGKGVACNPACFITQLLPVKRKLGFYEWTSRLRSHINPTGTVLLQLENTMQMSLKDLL
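Inhibition or activation of alpha-galactosidase in human spleen homogenate is scored by 4-MU fluorescence after 40 min at 37C, pH 5.0, with 1 mM substrate. AC50s come from concentration-response fitted to the Hill equation.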
Numbers without * were called inactive; ? = inconclusive; / = no result given; & = joins results of further samples; [ ] = dose if it differs, or a comment. Unless noted, the call rests on the fitted dose curve; in most records, active means well fitted curve in the direction sought with a large enough effect; inconclusive means small, poorly fitted or top-dose-only effect, or another doubt; inactive means no such curve, though single readings can be large; an effect the other way counts as inactive or inconclusive. This is a subset, so the mix of outcomes need not match the whole.

canonical_smiles | Epigenetic derep | LMNA splice mod | IMPase Li cell | KinaseGlo FLuc | CBFb RUNX1 block | NPSR antag | GLA spleen mod
Cn1nnc(NC(=S)NC(=O)c2ccco2)n1 | 0.0% | -3% | -14% | -2% | -3% | 3%[46.1 µM] | 1%
CCCCC1=CC2=C(c3ccco3)C(=O)C(C)(OC(=O)c3ccc(OC)cc3)C(=O)C2=CN1CCCCO (centres undefined) | 2.9% | ? | -16% | 1%[7.66 µM] | 2%[13.1 µM] | -6% | 4%[17.5 µM]
COCCNC(=S)N1CCc2cc(OC)c(OC)cc2C1c1cccs1 (centres undefined) | -0.2% | / | -8% | 3% | 6% | 1% | 4%
Cc1cc(=O)n2ccsc2n1 | 0.0% | -4% | 1% | 0% | -1% | 8% | 5%
CC(CCc1ccccc1)NC(=O)c1ccco1 (centres undefined) | -1.0% | -7% | -15% | 1% | 5% | 1%[46.1 µM] | 3%
Cn1c(=O)cc(OCCCC(=O)NC2CCCC2)c2ccccc21 | 0.8% | ? | -19%[38.3 µM] | 0% | 1% | -6%[46.1 µM] | 4%
CCOC(=O)Cc1csc(N/N=C/c2ccccc2)n1 | 0.0% | ? | 0% | 2% | 0% | 5% | -2%
CC(=O)N[C@@H](CC(=O)O)C(=O)N[C@@H](CCC(=O)O)C(=O)O | 0.8% | ? | 3%&6%&-5% | 1% | ? | / | 1%
COc1cccc(-c2nc(NC(C)C)c3ccccc3n2)c1O | -0.1% | ? | 5%[38.3 µM] | 1% | -7% | -14%[46.1 µM] | 4%
Cc1c(C(C)NC(=O)Nc2ccc(F)cc2F)cnn1C (centres undefined) | 0.0% | 10% | 17%[38.3 µM] | -1% | 0% | -4%[46.1 µM] | 2%
O=C1C2C3C=CC(C3)C2C(=O)N1CCCCN1C(=O)C2C3C=CC(C3)C2C1=O (centres undefined) | -1.0% | 4% | -2%[38.3 µM] | 4% | 8% | 17%[46.1 µM] | -2%
CS(=O)(=O)N(CC(=O)N1CCN(c2ccc(F)cc2)CC1)c1cccc(Cl)c1 | -3.0% | -2% | 22%[38.3 µM] | 13% | -2% | -9%[46.1 µM] | 5%
COc1ccc(/C=C2\SC(=S)N(CC(=O)N3CCN(C)CC3)C2=O)cc1 | -0.5% | / | / | / | 1% | -1% | 5%
Fc1ccc(-c2nc(-c3cnccn3)no2)c(Cl)c1 | -0.3% | / | / | / | 8% | -10% | 11%
CCCCNS(=O)(=O)c1ccc2nc(SCC(=O)Nc3cc(C)cc(C)c3)[nH]c2c1 | 1.1% | ? | 4% | 13% | -1% | -4% | 1%
Cc1c(C(=O)Nc2ccc(F)c(F)c2)oc2ccc(S(=O)(=O)N3CCCCC3)cc12 | 0.6%&-2.1% | 8%[46 µM] | 25%[38.3 µM] | 17% | 6% | -9%[46.1 µM] | 0%
N/C(=N\S(=O)(=O)c1ccc(Cl)s1)c1ccccc1 | -3.1% | -9% | -10%[38.3 µM] | 3% | 2% | -2%[46.1 µM] | 6%
Fc1ccc2nc3[nH]c4ccccc4c3nc2c1 | -1.4% | ? | 0%[38.3 µM] | -8% | 1% | -13%[46.1 µM] | -6%
Nc1ccc(C(=O)Oc2ccc([N+](=O)[O-])cc2)c(O)c1 | -6.5% | / | / | / | -14% | -10% | -6%
Cc1ccc(C(=O)NCc2nnc(SCC(=O)NC(C)c3ccccc3)n2C)cc1 (centres undefined) | -3.0% | 18%[46 µM] | 3% | 1% | 8% | 7% | -1%
Cc1[nH]nc2c1C(c1cccnc1)N(c1ccc(Br)cc1)C2=O (centres undefined) | -1.0% | -17% | 13% | 6% | -16% | 6% | 22%
CC(C)c1c(O)nc(SCc2ccccc2)[nH]c1=O | 0.7% | 14% | -19%[38.3 µM] | 7% | 11% | -14%[46.1 µM] | 3%
Cc1cc(C(=O)N/N=C/c2sccc2C)no1 | 0.6% | 14% | -1% | -1% | 2% | -5% | -6%
Cc1onc(-c2ccccc2Cl)c1C(=O)OCn1nnc2ccccc2c1=O | 0.0% | -17% | 26%[38.3 µM] | -2% | 6% | -19%[46.1 µM] | 5%
CCOc1ccc(NC(=O)Cn2nnc3c(cnn3-c3ccc(F)cc3)c2=O)cc1 | -0.3% | 4%[46 µM] | -2% | -2% | 0% | 1% | 5%
CC1CCCN(CCCCOc2cccc(Br)c2)C1 (centres undefined) | -1.3% | -12% | 18% | -3% | -7% | 5% | 0%
Cc1noc(C)c1COC(=O)CCCc1nc2ccccc2s1 | -1.0% | -9% | 28%[38.3 µM] | 0% | 7% | -19%[46.1 µM] | 1%
COCc1ccccc1Cn1cnc2c1c(=O)n(C)c(=O)n2C | -4.8% | -19% | 22%[38.3 µM] | 0% | 2% | 9%[46.1 µM] | 17%
O=C(COC(=O)Cn1cnc2ccccc21)NCCCc1ccccc1 | 2.1% | 5%[46 µM] | -6% | -2% | -1% | 18% | -7%
Cc1c(Cl)c(-c2n[nH]c(=S)n2-c2ccc(F)cc2)nn1C | -1.1% | -1% | 11µM* | -5% | 2% | ? | 6%
OCCC1CN(Cc2cccn2-c2nccs2)CCN1Cc1ccc(F)c(F)c1 (centres undefined) | -0.1% | / | 0% | / | 9% | 7% | 0%
CN(C)S(=O)(=O)c1cccc(NC(=S)Nc2ccc(Cl)cc2Cl)c1 | 1.4% | -10% | 49%[activator][38.3 µM] | 5% | -5% | -3%[46.1 µM] | -6%
C/C(N)=C(/C#N)C(=O)CSc1nnc(-c2ccccc2)n1C | -1.4% | / | / | / | 0% | -2%[7.67 µM] | 5%
Cc1ccc(O)c(C(=O)c2cc(C#N)c(=O)n(-c3nccs3)c2)c1 | -9.5% | / | 13% | 3% | ? | 12% | -2%
Cc1ccccc1-c1nc2ccccc2c(=O)n1C1CCS(=O)(=O)C1 (centres undefined) | 3.5% | -10% | 2% | -1% | 4% | -12%[46.1 µM] | -3%
O=C1c2ccccc2C(=O)N1CCc1csc(-c2cccc(F)c2)n1 | 0.0% | -14% | 21%[38.3 µM] | -3% | 17% | -14%[46.1 µM] | -1%
CC(=O)N(Cc1ccccc1)c1nc(-c2ccccc2)cs1 | 2.1% | / | 12% | 1% | 4% | 32% | 4%
O=C(Nc1ccc(F)cc1F)NC1CCN(S(=O)(=O)c2ccc(F)cc2)CC1 | 2.8% | ? | 3% | 1% | ? | -10% | -4%
Cc1cc(C(=O)N2CCOCC2)c(C)o1 | 0.1% | / | -9% | 0% | -1% | 12% | 2%
COc1ccccc1C(=O)Nc1cccc(S(=O)(=O)N2CCCC2)c1 | -1.6% | / | / | / | 5% | -15% | 1%
COc1ccccc1NC(=S)N(Cc1ccco1)Cc1cc2cc(C)cc(C)c2[nH]c1=O | 0.0% | ? | 10% | 3% | ? | -24% | -2%
CC(=O)NCCNc1ccc([N+](=O)[O-])cc1C#N | -2.7% | 12%[46 µM] | -6% | -1% | -8% | 3% | -11%
CCN1CCc2nc3ccccc3c(C(=O)Nc3ccc(NC(C)=O)cc3)c2C1 | 1.3% | / | / | / | 6% | -22% | 6%
CC(=O)c1cnc(N2CCCCC2)nc1C | -1.1% | 6% | 11%[38.3 µM] | 2% | -3% | -8%[46.1 µM] | 9%
Cc1nn(-c2ccccc2)c(Cl)c1C(=O)N1CCN(C)CC1 | -4.8% | 1%[46 µM] | 0% | 2% | 3% | 13% | 3%
Cc1cc(C)nc(SCc2ccc(C(=O)N/N=C/c3ccccc3C(=O)O)cc2)n1 | -2.5% | ? | 11% | 5% | -7% | 19% | -1%
O=c1[nH]c2ccccc2nc1C(F)(F)C(F)F | -4.4% | -1% | -24%[38.3 µM] | -4% | -2% | 2%[46.1 µM] | 9%
CCSc1nnc(NC(=O)CSc2nnc(CNC(=O)c3ccc(OC)c(OC)c3)o2)s1 | -3.0% | -5% | 5% | -1% | ? | 21% | -24%
O=C1OCCN1CCN(CN1C(=O)CCC1=O)CN1C(=O)CCC1=O | -1.0% | 4% | 6%[38.3 µM] | -2% | -2% | 4%[46.1 µM] | -8%
Cc1cccc2cc(C#N)c(SCc3nnc(-c4ccccc4[N+](=O)[O-])o3)nc12 | 1.9% | -6% | 10% | -2% | 5% | 7% | 7%

Among those listed so far, these contain an NH in an aromatic ring:
canonical_smiles | Epigenetic derep | LMNA splice mod | IMPase Li cell | KinaseGlo FLuc | CBFb RUNX1 block | NPSR antag | GLA spleen mod
CCCCNS(=O)(=O)c1ccc2nc(SCC(=O)Nc3cc(C)cc(C)c3)[nH]c2c1 | 1.1% | ? | 4% | 13% | -1% | -4% | 1%
Fc1ccc2nc3[nH]c4ccccc4c3nc2c1 | -1.4% | ? | 0%[38.3 µM] | -8% | 1% | -13%[46.1 µM] | -6%
Cc1[nH]nc2c1C(c1cccnc1)N(c1ccc(Br)cc1)C2=O (centres undefined) | -1.0% | -17% | 13% | 6% | -16% | 6% | 22%
CC(C)c1c(O)nc(SCc2ccccc2)[nH]c1=O | 0.7% | 14% | -19%[38.3 µM] | 7% | 11% | -14%[46.1 µM] | 3%
Cc1c(Cl)c(-c2n[nH]c(=S)n2-c2ccc(F)cc2)nn1C | -1.1% | -1% | 11µM* | -5% | 2% | ? | 6%
COc1ccccc1NC(=S)N(Cc1ccco1)Cc1cc2cc(C)cc(C)c2[nH]c1=O | 0.0% | ? | 10% | 3% | ? | -24% | -2%
O=c1[nH]c2ccccc2nc1C(F)(F)C(F)F | -4.4% | -1% | -24%[38.3 µM] | -4% | -2% | 2%[46.1 µM] | 9%
